TRPC4 potent – positive allosteric modulators of TRPC4, primary screen, cell-based, mouse TRPC4beta, HEK293 mu-opioid, Fluo-4 calcium. AID 2227, 2009. DAMGO EC20, Fluo-4 Ca2+ flux; active compounds read high. B-score at 10 µM. Short transient receptor potential channel 4 (Mus musculus), Q9QUQ5. actives 0.42% (n = 310,000);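 active = B-score of calcium response area above 5 SD of library B-scores, with initial fluorescence ratio within 5 SD of library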;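 note: B-score of integrated fluorescence ratio over time as area under calcium response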
MrgX1 allo act – positive allosteric modulators of MrgX1, primary screen, HEK293 cells, Fluo-4 calcium flux | actives 0.63% (n = 310,000) | B-score at 10 µM | FDSS; active compounds read high | Mas-related G-protein coupled receptor member X1 (Homo sapiens), Q96LB2 | AID 588675, 2011;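 active = plate-corrected calcium response at least 3 library SD above typical, normal starting fluorescence, not activating the receptor alone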;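 note: compound read alongside a low EC10 to EC30 dose of BAM8-22 agonist; peak minus trough fluorescence over baseline measured at the second addition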
Target sequence (Q96LB2 whole entry, looked up): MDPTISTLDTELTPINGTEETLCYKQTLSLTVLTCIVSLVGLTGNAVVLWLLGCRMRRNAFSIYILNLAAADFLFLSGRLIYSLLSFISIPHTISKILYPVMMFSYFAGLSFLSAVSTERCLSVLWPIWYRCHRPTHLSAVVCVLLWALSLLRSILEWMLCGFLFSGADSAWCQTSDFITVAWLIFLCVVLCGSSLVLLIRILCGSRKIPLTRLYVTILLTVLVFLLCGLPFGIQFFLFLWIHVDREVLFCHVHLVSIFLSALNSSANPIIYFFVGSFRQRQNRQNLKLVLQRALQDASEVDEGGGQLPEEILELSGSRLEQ
MrgX1 antagonist – antagonists of human MrgX1 receptor, primary screen, HEK293 cells, Fluo-4 calcium flux; AID 588676, 2011; BAM8-22 antagonism; active compounds read low; actives 1.3% (n = 310,000); B-score at 10 µM;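 active = calcium-response B-score plate-corrected more than 3 library SD below zero, starting fluorescence within 5 deviations, no agonist response on first addition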;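 note: peak minus trough fluorescence over baseline after final BAM8-22 challenge near maximal dose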
MrgX1 agonist – agonists of human MrgX1 receptor, primary screen, HEK293 cells, Fluo-4 calcium flux. Mas-related G-protein coupled receptor member X1 (Homo sapiens), Q96LB2. Fluo-4 calcium fluorescence, agonist mode; active compounds read high. B-score at 10 µM. actives 0.44% (n = 310,000). AID 588627, 2011;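 active = calcium response B-score plate-corrected fluorescence ratio at least 3 library SD, with starting fluorescence B-score inside 5 SD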
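System: HEK293 cells stably expressing human MrgX1 receptor; Dosing: test compound in the initial addition of three; Schedule: overnight plating, then 30 min 37 °C plus 30 min room-temperature dye loading; Detection: kinetic calcium dye fluorescence, Fluo-4 NW; Controls: per-plate positive and negative controls for Z′ factor.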
TRPC4 agonist – activators of mouse TRPC4 channel, primary screen, Fluo4 calcium, HEK293 TRPC4beta/mu-opioid cells; Fluo4 calcium fluorescence; active compounds read high; actives 0.49% (n = 310,000); B-score at 10 µM;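 active = B-score above 5 SD of library B-scores, and initial fluorescence ratio not above library mean plus 5 SD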;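 note: positive B-score marks a calcium rise read as TRPC4 activation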
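Assay system: HEK293 stable line with TRPC4beta plus mu-opioid receptor. Times: dye 45 min RT, read 110 s. Measured by: kinetic Fluo4 calcium fluorescence. Measure: B score of integrated ratio. Controls: assay buffer as low control, maximal DAMGO as high control.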
TRPC6 act – mouse TRPC6 channel activators, primary screen, cell-based, HEK293, membrane potential dye. actives 0.13% (n = 310,000). B-score at 10 µM. HEK293-TRPC6 membrane potential dye fluorescence; active compounds read high;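 active = B-score of the integrated fluorescence ratio above library mean plus 3 SD, and starting fluorescence ratio within library mean plus 5 SD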;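 note: higher score means more depolarization so channel activation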
TMEM16A inh – TMEM16A chloride channel inhibitors, primary screen, cell-based, HTS. HEK293 TMEM16A/YFP iodide influx fluorescence, ionomycin. normalized B-score (activity score, 25-100; higher = stronger inhibition) at 10 µM. actives 1.2% (n = 310,000);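 active = ratio plate-corrected score three or more library SD toward inhibition, starting fluorescence score within five deviations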;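 note: score derived from kinetic fluorescence span divided by baseline fluorescence per well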
SKKanGAS inh – S. pyogenes SKKanGAS growth inhibitors in kanamycin, primary screen, streptokinase expression inhibitor project, SKKanGAS strain, BacTiter-Glo luminescence; 6 h; inhibition, % at 7.5 µM; actives 1.3% (n = 300,000);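 active = mean replicate score, as percent of positive control median, at least 50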;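 note: strain carries kanamycin resistance gene driven by streptokinase promoter and grows in 40 µg/ml kanamycin; loss of luminescence reflects streptokinase promoter inhibition or plain growth inhibition; 0% = median of DMSO wells and 100% = positive control at its reference dose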
TRPC6 inhibitor – mouse TRPC6 channel inhibitors, primary screen, cell-based, HEK293, membrane potential dye. Short transient receptor potential channel 6 (Mus musculus), Q61143. ACh-evoked depolarization; active compounds read low. B-score at 10 µM. actives 1.1% (n = 310,000). AID 2553, 2010;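 active = B-score under library mean minus 3 SD, initial fluorescence not abnormally high, positive integrated signal ratio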;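 note: B-score derived from integrated fluorescence ratio over the kinetic read; more negative B-score means stronger inhibition of depolarization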
TRPC4 block – inhibitors of mouse TRPC4 channel, primary screen, Fluo4 calcium, HEK293 TRPC4beta/mu-opioid cells; Short transient receptor potential channel 4 (Mus musculus), Q9QUQ5; DAMGO-evoked Fluo4 calcium flux; active compounds read low; B-score at 10 µM; actives 0.39% (n = 300,000); AID 2247, 2010;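 active = B-score over 3 SD under the library average, no early fluorescence shift, positive overall ratio signal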
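test system = HEK293 cells with stable TRPC4beta plus mu-opioid receptor expression | detection = Fluo4 Ca2+ flux fluorescence | read-out = integrated fluorescence ratio relative to baseline, converted to per-well B score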
TMEM16A act – TMEM16A chloride channel activators or potentiators, primary screen, cell-based, HTS. Anoctamin-1 (Mus musculus), Q8BHY3. HEK293 TMEM16A/YFP-H148Q/I152L, iodide quench fluorescence; active compounds read low. B-score at 10 µM. actives 0.3% (n = 340,000). AID 623877, 2012;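 active = fluorescence-ratio B-score plate-corrected deviation score at least 3 library SD below zero, with starting fluorescence score within 5 deviations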;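 note: channel opened by trigger with iodide after compound preincubation; score built on the fluorescence ratio of max minus min over baseline; more negative score means more quench and so TMEM16A activation or potentiation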
Starred values were filed as active, the others as inactive; i = inactive; . = not tested or not shown. Rows were taken by chance; any-hit rate near 6.7%.

SMILES	TRPC4 potent	MrgX1 allo act	MrgX1 antagonist	MrgX1 agonist	TRPC4 agonist	TRPC6 act	TMEM16A inh	SKKanGAS inh	TRPC6 inhibitor	TRPC4 block	TMEM16A act
CCN(CC)S(=O)(=O)c1ccc2c(c1)c(C(=O)O)cn2C	i	i	i	i	i	i	i	2	i	i	i
NC(=O)c1ccc(C23CC4CC(CC(C4)C2)C3)o1	i	i	i	i	i	i	i	-7	i	i	i
Cc1ccc(NC(=O)CCC(=O)NNC(=O)COc2ccc([N+](=O)[O-])cc2)cc1C	i	i	i	i	i	i	i	0	i	i	i
Cc1ccc(Cl)cc1N(CC(=O)NC1CCCCC1)S(C)(=O)=O	i	i	i	i	i	i	i	-2	i	i	i
COc1ccc(CCC(=O)Nc2ccc(C(=O)c3ccncc3)cc2)cc1	i	i	i	i	i	i	i	1	i	i	i
CN1CCCN(C(=O)CC(c2ccccc2)c2ccccc2)CC1	i	i	i	i	i	i	i	-10	i	i	i
C=CCOc1cccc(C2C(C(=O)c3cc4ccccc4o3)=C(O)C(=O)N2c2cc(C)on2)c1 (stereo unspecified)	i	i	i	i	i	i	i	-11	i	i	i
Cc1nc2c(c(C)nn2-c2ccccc2)c(C)c1C	i	i	i	i	i	i	i	-4	i	i	i
COc1ccc2sc(N(CCN(C)C)C(=O)c3ccc4ccccc4c3)nc2c1	i	i	i	i	i	i	i	-6	i	i	i
CN(CC(=O)Nc1ccccc1C(F)(F)F)C(=O)COc1ccccc1Cc1ccccc1	i	i	i	i	i	i	i	-16	i	i	i
CCOC(=O)c1nn(-c2ccccc2)c(=O)c2c(N)scc12	.	i	i	i	.	.	i	.	.	.	i
CCN(CC(=O)Nc1cc(Cl)ccc1C)C(=O)CCOc1ccccc1C	i	i	i	i	i	i	i	6	i	i	i
CC(C)(C)n1nnnc1C(c1ccncc1)N1CCN(c2ccc(O)cc2)CC1 (stereo unspecified)	i	i	i	i	i	i	i	-4	i	i	i
CCOc1ccc2ccccc2c1CNc1nnnn1CC	i	i	i	i	i	i	i	-8	i	i	i
CN1/C(=C\C(=O)c2cncc(Br)c2)C(C)(C)c2ccccc21	i	i	i	i	i	i	i	3	i	i	i
CCOC(=O)c1sc(=NC(=O)c2cccc(C)c2)n(C)c1C	i	i	i	i	i	i	i	-3	i	i	i
CC(C)CC(NC(N)=O)C(=O)NCc1ccc(Cl)cc1 (stereo unspecified)	i	i	i	i	i	i	i	-3	i	i	i
CC(C)CNC(=O)NC1(C(F)(F)F)Oc2ccccc2O1	i	i	i	i	i	i	i	6	i	i	i
CC(=O)n1cc(N(C(=O)CCl)c2ccccc2)c2ccccc21	i	i	i	i	i	i	i	-3	i	i	i
COc1ccc(CNC(=S)NCc2ccc(F)cc2)cc1	i	i	i	i	i	i	i	1	i	i	i
Cc1ccc(/C=N/NC(=O)c2nnn(-c3nonc3N)c2CN(C)c2ccccc2)s1	i	i	i	i	i	i	i	20	i	i	i
COC(=O)C(C)Sc1nnc(Cc2cc(=O)[nH]c(=O)[nH]2)n1-c1cccc(OC)c1 (stereo unspecified)	i	i	i	i	i	i	i	-2	i	i	i
O=C(/C=C/c1ccc(Cl)cc1Cl)N1CCN(c2ccccc2[N+](=O)[O-])CC1	i	i	i	i	i	i	i	23	i	i	i
COC(=O)c1ccccc1NC(=O)CN1C(=O)c2ccccc2C1=O	i	i	i	i	i	i	i	20	i	i	i
COc1ccc2c(c1OC)C(=O)OC2CC(=O)O (stereo unspecified)	i	i	i	i	i	i	i	-3	i	i	i
O=C(c1ccc(F)cc1)N1CCCC(C(=O)N2CCc3ccccc3C2)C1 (stereo unspecified)	i	i	i	i	i	i	i	1	i	i	i
CN(C)c1ccc(/C=N\S(=O)(=O)c2ccccc2)cc1	i	i	i	i	i	i	i	-3	i	i	i
Cc1ccc(CN2CCC(n3nccc3NC(=O)c3ccc4c(c3)OCO4)CC2)o1	i	i	i	i	i	i	i	8	i	i	i
COCCCN(C(=O)C(C)Oc1ccc(Br)cc1)c1c(N)n(Cc2ccccc2)c(=O)[nH]c1=O (stereo unspecified)	i	i	i	i	i	i	i	-3	i	i	i
CCOC(=O)Cc1[nH]nc2c1C(c1ccoc1)C(C#N)=C(N)O2 (stereo unspecified)	i	i	i	i	i	i	i	-7	i	i	i
Nc1cc(S(=O)(=O)O)cc([N+](=O)[O-])c1O	i	i	i	i	i	i	i	9	i	i	i
CCc1ccc(C2CC(=O)Nc3c2c(=O)nc2c(C)cccn32)cc1 (stereo unspecified)	i	i	i	i	i	i	i	-1	i	i	i
O=C(N/N=C/c1c[nH]c2ccccc12)c1ccn(Cc2ccc(Cl)cc2Cl)n1	i	i	i	i	i	i	i	55*	i	i	i
CCOC(=O)c1nnn(-c2nonc2N)c1C	i	i	i	i	i	i	i	4	i	i	i
Cc1cc(C(=O)NCCC(C)C)c2ccccc2n1	i	i	i	i	i	i	i	-8	i	i	i
CC(C)OC(=O)CSc1nc2c(cc1C#N)CCCCC2	i	i	i	i	i	i	i	-6	i	i	i
CCOC(=O)c1ccc(NC(=O)CSc2nc3c(c(=O)n2CC)SC(C)C3)cc1 (stereo unspecified)	i	i	i	i	i	i	i	-2	i	i	i
Cc1nc(-c2coc3cc(C)c(N=O)c(O)c3/c2=N\N)cs1	i	i	i	i	i	i	i	5	i	i	i
O=C(N/N=C/c1ccccc1F)NC12CC3CC(CC(C3)C1)C2	i	i	i	i	i	i	i	22	i	i	i
O=C(Nc1nc(-c2cccc3ccccc23)cs1)c1cnccn1	i	i	i	i	i	i	i	37	i	i	i
CCC1Sc2ccc(S(=O)(=O)CCC(=O)Nc3ccccc3Br)cc2NC1=O (stereo unspecified)	i	i	i	i	i	i	i	-4	i	i	i
COc1ccc(CC(C)N2CCN(c3cccc(C(F)(F)F)c3)CC2)cc1OC (stereo unspecified)	i	i	i	i	i	i	i	-8	i	i	i
Brc1ccc(/C=N/Nc2nncc(-c3ccccc3)n2)o1	i	i	i	i	i	i	i	-3	i	i	.
O=C(Nc1nnc(C2CC2)s1)c1ccc(Cl)c(S(=O)(=O)N2CCc3ccccc3C2)c1	i	i	-6.4*	i	i	i	100*	40	i	i	i
C=CCNC(=O)C1CCN(S(=O)(=O)c2ccc3ccccc3c2)CC1	i	i	i	i	i	i	i	3	i	i	i
COc1cccc(C2=CC(c3ccc(N(C)C)cc3)n3nnnc3N2)c1 (stereo unspecified)	i	i	i	i	i	i	i	21	i	i	i
Cc1ccc(-c2nc3ccccn3c2NCc2ccc3c(c2)OCO3)cc1	i	i	i	i	i	i	i	-3	-5.5*	i	i
CCC(C)[C@H](NC(=O)N1CC(=O)Nc2ccccc21)C(=O)Nc1ccccc1C (stereo partly specified)	i	i	i	i	i	i	i	-1	i	i	i
CCc1ccc(S(=O)(=O)NCCc2cn3cccc(C)c3n2)s1	i	i	i	i	i	i	i	.	i	i	i
Cc1[nH]nc(SCC(=O)N2CCCC2)c1[N+](=O)[O-]	i	i	i	i	i	i	i	0	i	i	i
Cc1ccc(S(=O)(=O)N2CCOCC2)cc1C(=O)N1CCC(Cc2ccccc2)CC1	i	i	i	i	i	i	i	2	i	i	i
O=C(CN(C(=O)CCC(=O)Nc1nccs1)c1cccc(C(F)(F)F)c1)NCC1CCCO1 (stereo unspecified)	i	i	i	i	i	i	i	-1	i	i	i
Brc1ccc(-c2csc(N3CCc4ccccc4C3)n2)cc1	i	i	i	i	i	i	i	29	i	i	i
CCOC(=O)c1sc(NC(=O)CNC(=O)Cn2cnc3sc(C)c(C)c3c2=O)nc1C	i	i	i	i	i	i	i	3	i	i	i
COc1cccc(C(c2nnnn2Cc2ccco2)N2CCN(c3cccc(C)c3C)CC2)c1OC (stereo unspecified)	i	i	i	i	i	i	i	8	i	i	i
CCCN1CCC(=O)N(CCSc2ccc(C)cc2)CC1	i	.	.	.	i	i	.	2	i	.	i
Cc1c(OCC(=O)NC2CC(C)(C)NC(C)(C)C2)ccc2c1oc(=O)c1ccccc12	i	i	i	i	i	i	i	-3	i	i	i
Cc1ccc(C(=O)n2c3ccccc3c3ccccc32)cc1	i	i	i	i	i	i	i	67*	i	i	i
Cc1cccc(OCC2CCCN(Cc3nc(C4CC4)no3)C2)c1 (stereo unspecified)	i	i	i	i	i	i	i	-5	i	i	i
Cn1c(SCC(=O)NCc2ccc3c(c2)OCO3)nc2c(c1=O)SCC2	i	i	i	i	i	i	i	0	i	i	i
Nc1nc(Cl)cc(N2CCC(c3cc(-c4ccc(Cl)cc4)n[nH]3)CC2)n1	i	i	i	i	i	i	100*	21	i	i	i
Cc1cnn(-c2cc(N/N=C/c3cccc(F)c3)ncn2)c1	i	i	i	i	i	i	i	-4	i	i	i

Entries of single compounds, looked up by structure. Values in the order: TRPC4 potent	MrgX1 allo act	MrgX1 antagonist	MrgX1 agonist	TRPC4 agonist	TRPC6 act	TMEM16A inh	SKKanGAS inh	TRPC6 inhibitor	TRPC4 block	TMEM16A act
Cc1ccc(NC(=O)CCC(=O)NNC(=O)COc2ccc([N+](=O)[O-])cc2)cc1C is listed as i	i	i	i	i	i	i	0	i	i	i
COc1ccc2c(c1OC)C(=O)OC2CC(=O)O (stereo unspecified) is listed as i	i	i	i	i	i	i	-3	i	i	i
